# APEX1 inh = inhibitors of human APE1 endonuclease. Potency, µM (titrated, usually from 65.8 µM), without a hit: at the highest dose activity change, negative = inhibition, usual class: inhibitors. recombinant APE1, TAMRA/BHQ-2 abasic DNA cleavage fluorescence. 350,000 compounds, 0.35% hits;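 also: potency is read from the fitted curve at half-maximal effect; plate controls were vehicle for no effect and reference inhibitor for full effect; nearly all actives have a fitted effect of over 55% in size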
# Target sequence (P27695 whole entry, looked up): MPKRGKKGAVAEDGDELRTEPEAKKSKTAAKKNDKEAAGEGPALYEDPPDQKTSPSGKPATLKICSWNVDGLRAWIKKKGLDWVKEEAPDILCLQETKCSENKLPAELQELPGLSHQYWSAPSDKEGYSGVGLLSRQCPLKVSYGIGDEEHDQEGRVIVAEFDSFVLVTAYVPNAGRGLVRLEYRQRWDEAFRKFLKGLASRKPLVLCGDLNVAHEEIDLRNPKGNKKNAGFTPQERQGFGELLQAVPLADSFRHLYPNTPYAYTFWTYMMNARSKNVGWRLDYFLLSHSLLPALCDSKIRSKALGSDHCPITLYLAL
#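 Kinetic fluorescence read (525 ex/598 em nm, three reads 60 s apart) of AP-site incision; signal = third minus first read. Enzyme 0.75 nM, dual-labelled THF duplex 50 nM, compound preincubation 15 min RT.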
# 12-LOX inh = ALOX12 (human) lipoxygenase inhibition; P18054; purified 12hLO, xylenol orange hydroperoxide absorbance; Potency, µM (top dose mostly 108 µM), for the others: at the top dose activity change, negative = inhibition, actives largely listed as inhibitors; 580,000 compounds, 1.1% hits; AID 1671190; also: potency is read from the fitted curve at half-maximal effect; % is scaled to controls: 0 for no effect and ±100 for the full control effect
#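 Purified human 12hLO at 150 nM in 25 mM Hepes, 0.01% Triton X-100, pH 7.0, preincubated 15 min at room temperature with compound. Reaction started with 40 uM arachidonic acid, 30 min at room temperature. Hydroperoxide measured by Fe-xylenol orange, 573/405 nm absorbance ratio.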
# ERG Ets-DNA blk = ERG Ets/DNA interaction inhibition. fluorescence polarization, His-ERG Ets domain / labelled DNA. Potency, µM (titrated, usually from 76.9 µM), for the others: at the highest dose FP activity, negative = inhibition, usual class: inhibitors. 370,000 compounds, 0.028% hits. AID 624246; active = well fitted inhibition curve with a large enough effect in the polarisation, with a control signal flat; inconclusive = small, poorly fitted or top-dose-only effect, or effect the other way, or a change in a side signal; inactive = no such curve, though single readings can be large or run the other way; the % refers to the polarisation;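 also: polarization taken with two DNA probes labelled with fluorescein and Texas red; potency is read from the fitted curve at half-maximal effect; % of control where 0% means no effect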
# Target sequence (P11308 whole entry, looked up, the tested form may be a part): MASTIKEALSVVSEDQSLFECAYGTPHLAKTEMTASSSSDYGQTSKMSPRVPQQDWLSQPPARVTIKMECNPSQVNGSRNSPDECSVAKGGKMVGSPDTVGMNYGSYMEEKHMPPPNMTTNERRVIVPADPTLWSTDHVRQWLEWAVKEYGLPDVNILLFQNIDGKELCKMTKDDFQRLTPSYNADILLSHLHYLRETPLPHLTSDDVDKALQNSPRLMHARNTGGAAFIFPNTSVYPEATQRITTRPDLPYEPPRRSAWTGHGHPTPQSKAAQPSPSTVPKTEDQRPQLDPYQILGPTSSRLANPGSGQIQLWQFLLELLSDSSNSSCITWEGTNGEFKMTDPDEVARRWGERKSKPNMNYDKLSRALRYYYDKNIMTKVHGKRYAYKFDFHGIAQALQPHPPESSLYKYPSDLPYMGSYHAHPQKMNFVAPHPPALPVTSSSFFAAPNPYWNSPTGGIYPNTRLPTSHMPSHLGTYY
#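 His-tagged ERG Ets domain (1 uM in the protein solution; 300mM KCl, 50mM Tris-HCl, 1mM EDTA, 1mM DTT, pH 7.5) received compound, then a probe mix of 5 nM fluorescein-DNA and 100nM Texas-615-DNA. Fluorescence polarization was read for both dyes.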
# Pol beta inh = DNA polymerase beta (human) inhibition | AID 485314 | P06746 | Potency, µM (titrated, usually from 114 µM), without a hit: at the highest dose activity change, negative = inhibition, most hits filed as inhibitors | Pol beta primer extension/strand displacement, fluorescence kinetic | 340,000 compounds, 1.3% hits; also: potency is read from the fitted curve at half-maximal effect; % is scaled to controls: 0 for no effect and ±100 for the full control effect
#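 Human Pol beta at 10 nM; strand-displacement substrate 50 nM final. Compound exposure 15 min at room temperature before start, reaction 10 min at room temperature.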
# Pol kappa inh = DNA polymerase kappa (human) inhibition | Potency, µM (series often up to 107 µM), without a hit: at the top dose activity, negative = inhibition, most hits filed as inhibitors | 400,000 compounds, 0.53% hits | AID 588579 | Q9UBT6 | purified Pol kappa, fluorescent DNA synthesis assay, 10 min; also: potency is read from the fitted curve at half-maximal effect; % is scaled to controls: 0 for no effect and ±100 for the full control effect
#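 Activity was followed as the change in fluorescence between reads at 0 and 10 min after starting the reaction with 50 nM substrate. Beforehand, 10 nM polymerase had been preincubated with compound for 15 min at room temperature.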
# TRHR agonist = activates the human TRH receptor. TRHR cells, calcium flux fluo-8, FDSS agonist mode. activation, % at 2 µM. 360,000 compounds, 0.18% hits; in the data active = activation above about 30%; also: 0% is about no effect
#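 Fluo-8-loaded TRHR cells; 10 s baseline, compound added, kinetic Ca2+ fluorescence read 1/s, agonist mode.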
# Pol iota inh = DNA polymerase iota (human) inhibition; Q9UNA4; Pol iota fluorescent replication assay, 10 min; Potency, µM (titrated, usually from 115 µM), for the others: at the top dose activity, negative = inhibition, usual class: inhibitors; 390,000 compounds, 1% hits; AID 588590; also: potency is read from the fitted curve at half-maximal effect
#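 Fluorescent replication assay read twice, at 0 min and 10 min after adding 50 nM (final) substrate. Enzyme (10 nM) and compounds were first incubated 15 min at room temperature; enzyme-free buffer wells were negative controls.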
# Anesthetic bind = candidate novel general anesthetic via apoferritin binding; apoferritin/1-aminoanthracene competitive binding, fluorescence; Potency, µM (top dose mostly 77.5 µM), for inactives: at the highest dose activity change, negative = displacement, usual class: inhibitors; P02791; 350,000 compounds, 0.074% hits; AID 485281; also: potency is read from the fitted curve at half-maximal effect; % is scaled to controls: 0 for no effect and ±100 for the full control effect; nearly all actives have a fitted effect of over 20% in size
# Target sequence (P02791 2-175 limits assumed): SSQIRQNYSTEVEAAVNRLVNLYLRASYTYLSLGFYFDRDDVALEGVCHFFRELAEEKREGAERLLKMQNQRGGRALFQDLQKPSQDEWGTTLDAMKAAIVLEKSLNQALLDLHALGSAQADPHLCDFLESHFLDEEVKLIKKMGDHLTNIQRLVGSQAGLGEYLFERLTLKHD
#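 Horse-spleen apoferritin (10 uM) in 50% saturated 1-aminoanthracene in PBS was incubated 10 min at room temperature with compound. Fluorescence (ex 380, em 535 nm) was normalized to free and bound 1-AMA, with concentration-response fitted by a four-parameter Hill equation.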
# BLM helicase inh = blocks DNA unwinding by human BLM helicase. 350,000 compounds, 0.2% hits. Potency, µM (top dose mostly 56.1 µM), for inactives: at the top dose activity change, negative = inhibition, actives largely listed as inhibitors. P54132. recombinant BLM DNA unwinding, fluorescence dequenching;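 also: potency is read from the fitted curve at half-maximal effect; plate controls were vehicle for no effect and no enzyme for full effect; nearly all actives have a fitted effect of over 35% in size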
# Numbers without * were called inactive; i = inactive; ? = inconclusive; / = no result given; [ ] = dose if it differs, or a comment. Unless noted, calls follow the shape of the dose curve; as a rule, active = well fitted curve in the direction sought with a large enough effect; inconclusive = small, poorly fitted or top-dose-only effect, or another doubt; inactive = no such curve, though single readings can be large; an effect the other way counts as inactive or inconclusive.
SMILES,APEX1 inh,12-LOX inh,ERG Ets-DNA blk,Pol beta inh,Pol kappa inh,TRHR agonist,Pol iota inh,Anesthetic bind,BLM helicase inh
COc1ccc(Cl)cc1C(=O)Nc1ccc2c(c1)OCCO2,-19.5%,13.3%,-10.4%,-1.2%,2.3%,-1.5,4.3%,-20.8%,-5.8%
C#CCOCCOCCOCCNc1nc(N2CCN(C(=O)CCCCCCCCCCNC(=O)Cn3cc(C[C@@H](C)O)nn3)CC2)nc(N2CCN(C(=O)CCCCCCCCCCNC(=O)[C@@H]([C@H](C)O)n3cc(C)nn3)CC2)n1,30.0%,/,-5.7%,/,15.3%,3.2,-9.3%,/,/
COc1ccccc1OCCSc1ncnc2nc[nH]c12,-0.6%,166.5%,1.0%,33.7%,-11.8%,0.0,13.6%,-10.7%,-0.3%
O=C1CC(c2ccccc2)CC(O)=C1C=Nc1ccc(O)cc1 (stereo not drawn),2.3%,-0.1%,4.3%,6.4%,-6.6%,0.2,84.9%[activator],-23.8%,-5.2%
COc1ccc(CC(=O)NNc2ncnc3c2cnn3C)cc1OC,-0.2%,13.5%,5.4%,30.2%,-9.3%,0.0,8.1%,-10.5%,0.3%
COc1ccc(S(=O)(=O)NCCSCc2ccc(Cl)cc2)cc1NC(C)=O,-7.2%,-6.2%,8.0%,/,-11.1%,0.2,-9.4%,/,/
O=C(NC1CCCCC1)N(Cc1cc2cc3c(cc2[nH]c1=O)OCCO3)CC1CCCO1 (stereo not drawn),1.6%,0.0%,-5.8%,-23.0%,-15.3%,6.5,8.4%,-11.4%,-1.1%
COc1ccc(C2NS(=O)(=O)OCC2C)cc1 (stereo not drawn),25.4%,/,2.9%,2.4%,15.6%,0.0,17.8%,?,-1.8%
O=C(Nc1ccccc1-c1ccccc1)c1cccc([N+](=O)[O-])c1,-0.5%,0.0%,-13.9%,10.5%,4.7%,0.0,20.5%,?,-0.4%
OCC[C@H]1C[C@@H](O)[C@H](O)[C@@]2(OCc3ccccc32)O1,-2.5%,-17.0%,1.5%,/,-7.7%,0.4,-23.8%,/,/
O=S(=O)(CCNCc1ccccc1)NC1CCCCC1,/,-2.6%,4.3%,/,-0.4%,/,13.9%,/,/
c1ccc2c(-c3nnc4n3CCCCC4)cc(-c3ccncc3)nc2c1,23.5%,-3.6%,-6.1%,33.1%,3.3%,0.8,-2.6%,12.0%,-10.1%
CC(C)C(NS(=O)(=O)c1ccc2c(c1)oc(=O)n2C)C(=O)N1CCN(Cc2ccccc2)CC1 (stereo not drawn),-0.3%,-12.2%,-12.9%,7.0%,2.7%,-0.6,11.2%,-5.2%,-0.1%
CCCCc1ccc(NC(=O)c2ccc(N(C)S(C)(=O)=O)cc2)cc1,14.9%,-11.6%,-38.7%,-4.1%,-9.0%,0.1,2.4%,-3.5%,-0.4%
CN1CCN(C(=O)c2cc(-c3ccccc3)on2)CC1,-3.3%,?,-5.8%,28.5%,8.8%,0.0,9.3%,-5.1%,-0.4%
Nc1ncnc2c1ncn2[C@@H]1O[C@H](CNCc2ccc(-n3cccn3)cc2)[C@@H](O)[C@H]1O,42.6%,/,7.3%,/,19.5%,/,24.3%,/,/
COC(=O)CSc1nc2cc(C)cc(C)c2cc1C#N,0.7%,0.3%,-10.2%,-1.4%,2.8%,17.3,22.4%,-11.9%,0.5%
Cc1c(C(=O)N2CCC(C)CC2)c(S(=O)(=O)N(Cc2ccccc2)C(C)(C)C)c(C)n1C,/,-21.7%,6.5%,3.4%,-7.4%[60.1 µM],-0.5,19.0%,1.0%,-2.9%
CCCC(=O)c1c(C)c2ccccc2n1C,2.2%,0.0%,-6.4%,16.6%,-10.6%,-0.4,26.2%,-13.4%,0.8%
O=C(NCc1ccc(Cl)cc1)c1nccnc1CO,36.3%,?,21.0%,2.8%,3.2%,0.6,-3.9%,-1.2%,4.8%

# An excerpt of these results, with two lines to a compound.
# Order of results: APEX1 inh | 12-LOX inh | ERG Ets-DNA blk | Pol beta inh | Pol kappa inh | TRHR agonist | Pol iota inh | Anesthetic bind | BLM helicase inh
- CN1CCN(C(=O)c2cc(-c3ccccc3)on2)CC1
→ -3.3% | ? | -5.8% | 28.5% | 8.8% | 0.0 | 9.3% | -5.1% | -0.4%
- Nc1ncnc2c1ncn2[C@@H]1O[C@H](CNCc2ccc(-n3cccn3)cc2)[C@@H](O)[C@H]1O
→ 42.6% | / | 7.3% | / | 19.5% | / | 24.3% | / | /

# More structures follow:
SMILES,APEX1 inh,12-LOX inh,ERG Ets-DNA blk,Pol beta inh,Pol kappa inh,TRHR agonist,Pol iota inh,Anesthetic bind,BLM helicase inh
COc1ccc(S(=O)(=O)Nc2nc(C(F)(F)F)cs2)cc1,-6.6%,?,3.6%,12.2%,3.4%,1.0,8.1%,-6.6%,0.7%
CCCC(C(=O)NC(C)(C)C)N(CCN1CCOCC1)C(=O)CNS(=O)(=O)c1ccccc1 (stereo not drawn),20.8%[12.4 µM],-6.5%,0.5%,1.1%,-12.8%,0.1,-3.6%,-4.2%,1.4%
O=C(c1ccc(S(=O)(=O)c2ccccc2Cl)c([N+](=O)[O-])c1)N1CCN(Cc2ccccc2)CC1,-5.0%,14.9%,/,-1.1%,-18.2%,-0.6,8.8%,?,-8.2%
CN(c1ccccc1C(=O)Nc1cccc(Br)c1)S(=O)(=O)c1ccccc1,-7.5%,14.9%,-5.6%,19.1%,-5.5%,-0.1,-8.5%,3.9%,-1.4%
Cc1cc(C)c(C#N)c(Sc2ccc(N)cc2)n1,3.0%,5.7%,3.0%,17.7%,0.2%,0.1,-2.3%,0.3%,-0.8%
COc1ccc(CN(C)S(=O)(=O)c2c(C)noc2C)cc1OC,41.4%[activator],441.8%[activator],-5.0%[15.4 µM],/,-6.9%,0.3,21.1%,/,/
COc1n[nH]c2nncnc12,12.6%,2.1%,0.9%,-1.3%,-3.3%,1.0,2.6%,-6.0%,0.2%
O=C(O)c1ccc(CNC(=O)c2ccc3c(c2)C(=O)N(Cc2cccnc2)C3=O)cc1,77.4%[activator],-5.8%,3.8%,2.3%,-2.0%,-0.3,?,-0.3%,1.2%
Cc1ccc(Nc2c3c(nc4ncnn24)CCC3)cc1,1.5%,-23.6%,13.4%,-6.2%,11.6%,1.4,-7.1%,-3.6%,3.7%
CC(C)(C)OC(=O)C[C@@H]1C/C=C\C[C@@H](CC(=O)N[C@H](CO)Cc2ccccc2)C(=O)N2CCC[C@@H]2COC1=O,-8.2%,-1.5%,-5.7%,/,0.9%,/,17.2%,/,/
O=C(Nc1cccc(Cl)c1)Nc1cccc(C(=O)O)c1,-1.8%,i,-3.8%,-2.3%,0.0%,0.1,16.9%,-14.5%,-0.1%
COc1cccc(Nc2sc(C(=O)c3ccc4c(c3)OCO4)c(N)c2S(=O)(=O)c2ccccc2)c1,/,-14.0%,-1.8%,-0.6%,-7.9%[60.1 µM],1.4,?,175.1%[activator],-5.7%
COc1ccccc1CNC(=O)C(=O)NCC(c1ccco1)S(=O)(=O)c1ccc(C)cc1 (stereo not drawn),/,0.3%,-4.2%,-23.5%,-11.7%[60.1 µM],-0.6,0.2%,3.8%,-2.5%
Cc1ccc(-c2ccc(/C=C3/NC(=O)NC3=O)o2)cc1[N+](=O)[O-],-5.0%,-28.3%,4.1%,-4.0%,?,1.3,50.1µM*,?,-21.0%
CCN(CC)CCN(CC(=O)N(C1CCCCC1)C1CCCCC1)C(=O)c1cccnc1,1.8%,-29.5%,-3.0%,-3.8%,1.7%,0.1,-2.7%,-2.8%,-6.5%
CSCC[C@H](NC(=O)c1cccs1)c1nnc2ccccn12,58.6%[activator],-2.0%,6.9%,3.1%,9.1%,1.2,30.6%[activator],22.8%,-0.7%
NC(=O)Nc1n[nH]c(-c2ccccc2)n1,-0.6%,13.7%,-8.1%,-11.4%,14.4%,-0.3,4.5%,-2.1%,-2.9%
N#C/C(=C/c1ccc(N2CCOCC2)o1)C(=O)NC1CCCCC1,15.2%,-29.6%,4.7%,2.3%,-15.8%,46.9*,7.3%,-16.5%,-1.5%
Cn1c(=O)c2c(nc(CN3CCN(C(c4ccccc4)c4ccccc4)CC3)n2CCCO)n(C)c1=O,3.0%,48.5%,-7.0%,22.7%,1.2%,-1.8,18.1%,-5.0%,-8.8%
CCOc1cc(/C=C(/C#N)c2ccc(Cl)cc2)cc(Cl)c1OCC(=O)O,3.1%,?,1.8%,8.3%,-20.8%,-0.2,-29.8%,-6.8%,-5.3%
CC(C)NS(=O)(=O)c1ccc(NC(=O)Cc2cccs2)cc1,-10.5%,?,-7.5%,36.0%,-0.2%,0.1,-5.9%,-15.0%,-2.8%
COc1ccc(CCNC(=O)c2ccc(CN3CCC(Cc4ccccc4)CC3)cc2)cc1OC,2.0%,-20.2%,4.9%,3.3%,0.0%,0.9,2.4%,-7.7%,1.7%
COc1ccccc1NC(=O)CSc1ncn[nH]1,2.7%,0.0%,-1.2%,36.0%,-11.7%,-0.5,3.8%,-9.4%,-3.0%
Cc1ccc(OCCCCn2ccnc2)c([N+](=O)[O-])c1,3.4%,-8.0%,-0.3%,11.1%,-17.8%,-2.6,-9.4%,-22.8%,3.3%
Cc1cccc(C2CC(c3ccc(Br)cc3)Nc3nc(N)nn32)c1 (stereo not drawn),-1.6%,-5.2%,-7.8%,12.3%,-1.8%,2.0,26.2%,-12.4%,-5.8%
CCCn1nc(C(=O)N2CC(=O)Nc3ccccc32)c2ccccc2c1=O,-4.6%,0.0%,-2.5%,4.6%,-4.7%,-0.3,1.5%,-20.4%,-5.1%
COc1cccc(OC)c1C(=O)Nc1cc(C)nn1-c1nc2ccccc2[nH]1,?,8.8%,-1.8%,42.5%,-6.4%,-0.9,127.7%[activator],-6.0%,-5.0%

# Some of the compounds tested. The share of hits here may be higher or lower than overall.
